Source: PubChem (Broad Institute)
TcdB inh = inhibitors of Clostridioides difficile toxin B glycohydrolase; TcdB glycohydrolase enzymatic assay, plate reader; inhibition, % at 9.99 µM; actives 0.24% (n = 350,000); in the data active = inhibition above about 10%
Target sequence (P18177 whole entry, looked up): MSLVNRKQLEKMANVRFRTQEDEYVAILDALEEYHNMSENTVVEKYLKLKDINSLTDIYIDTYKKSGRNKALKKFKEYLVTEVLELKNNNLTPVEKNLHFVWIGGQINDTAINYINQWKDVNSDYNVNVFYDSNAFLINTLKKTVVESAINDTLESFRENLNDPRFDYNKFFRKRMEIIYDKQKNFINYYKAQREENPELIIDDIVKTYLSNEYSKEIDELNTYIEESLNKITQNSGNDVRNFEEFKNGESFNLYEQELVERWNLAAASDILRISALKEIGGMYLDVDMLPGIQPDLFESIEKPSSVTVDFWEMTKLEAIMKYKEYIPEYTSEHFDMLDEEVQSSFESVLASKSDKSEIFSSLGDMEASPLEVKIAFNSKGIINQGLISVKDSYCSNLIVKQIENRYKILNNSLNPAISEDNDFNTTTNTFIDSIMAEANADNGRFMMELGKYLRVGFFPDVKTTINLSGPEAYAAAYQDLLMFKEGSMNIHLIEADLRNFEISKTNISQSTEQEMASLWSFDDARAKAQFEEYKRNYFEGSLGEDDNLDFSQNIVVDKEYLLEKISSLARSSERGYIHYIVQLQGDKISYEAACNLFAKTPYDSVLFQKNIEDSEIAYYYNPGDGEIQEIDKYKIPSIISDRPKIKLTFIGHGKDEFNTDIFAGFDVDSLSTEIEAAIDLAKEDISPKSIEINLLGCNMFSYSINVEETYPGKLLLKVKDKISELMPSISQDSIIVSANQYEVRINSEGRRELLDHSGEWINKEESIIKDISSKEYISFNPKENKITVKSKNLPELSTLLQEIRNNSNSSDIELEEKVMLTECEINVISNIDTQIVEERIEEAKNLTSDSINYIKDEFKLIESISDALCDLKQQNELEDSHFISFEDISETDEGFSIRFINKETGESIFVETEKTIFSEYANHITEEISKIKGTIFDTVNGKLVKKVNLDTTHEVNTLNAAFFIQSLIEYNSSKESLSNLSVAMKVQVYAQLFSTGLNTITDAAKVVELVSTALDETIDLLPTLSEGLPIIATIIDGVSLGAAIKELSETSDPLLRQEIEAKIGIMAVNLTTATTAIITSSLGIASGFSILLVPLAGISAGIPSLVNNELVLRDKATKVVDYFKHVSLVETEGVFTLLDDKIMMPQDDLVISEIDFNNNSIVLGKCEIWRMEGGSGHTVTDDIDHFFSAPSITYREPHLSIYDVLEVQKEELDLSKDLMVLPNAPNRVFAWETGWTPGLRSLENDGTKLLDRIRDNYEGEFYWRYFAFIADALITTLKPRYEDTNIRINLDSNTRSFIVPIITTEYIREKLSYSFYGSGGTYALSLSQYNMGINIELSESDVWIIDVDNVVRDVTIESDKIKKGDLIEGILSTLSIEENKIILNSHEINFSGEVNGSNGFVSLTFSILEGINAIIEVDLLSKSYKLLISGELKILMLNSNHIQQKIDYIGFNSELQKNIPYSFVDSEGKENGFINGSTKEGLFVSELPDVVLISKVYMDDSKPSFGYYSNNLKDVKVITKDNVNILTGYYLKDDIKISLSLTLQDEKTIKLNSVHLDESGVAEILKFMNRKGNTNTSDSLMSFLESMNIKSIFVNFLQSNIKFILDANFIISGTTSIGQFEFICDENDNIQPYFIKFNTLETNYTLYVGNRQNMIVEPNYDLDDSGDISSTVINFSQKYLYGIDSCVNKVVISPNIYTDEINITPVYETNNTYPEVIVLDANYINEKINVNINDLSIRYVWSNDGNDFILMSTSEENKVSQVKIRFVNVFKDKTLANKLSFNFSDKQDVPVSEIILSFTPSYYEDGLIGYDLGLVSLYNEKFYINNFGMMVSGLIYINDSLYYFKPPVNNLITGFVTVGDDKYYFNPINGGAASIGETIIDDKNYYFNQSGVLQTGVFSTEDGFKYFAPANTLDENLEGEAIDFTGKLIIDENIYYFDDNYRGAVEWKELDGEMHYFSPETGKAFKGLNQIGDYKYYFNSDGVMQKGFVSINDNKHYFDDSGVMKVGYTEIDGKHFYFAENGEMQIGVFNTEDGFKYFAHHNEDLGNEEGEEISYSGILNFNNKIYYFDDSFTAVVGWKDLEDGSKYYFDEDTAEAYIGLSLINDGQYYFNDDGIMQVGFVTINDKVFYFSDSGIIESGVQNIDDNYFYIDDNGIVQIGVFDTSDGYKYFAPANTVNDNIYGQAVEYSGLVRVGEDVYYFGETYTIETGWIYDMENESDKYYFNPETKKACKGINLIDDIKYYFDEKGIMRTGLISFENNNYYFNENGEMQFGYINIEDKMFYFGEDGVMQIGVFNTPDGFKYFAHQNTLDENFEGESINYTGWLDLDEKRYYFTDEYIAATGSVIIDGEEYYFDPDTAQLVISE
Starred values were filed as active, the others as inactive.

molecule,TcdB inh
O=C(C[C@@H]1C=C[C@H](NC(=O)C2CCOCC2)[C@H](CO)O1)NCc1ccncc1,-0.4
Cc1cccc(S(=O)(=O)N[C@H]2CC[C@H](CCNC(=O)Nc3cc(F)ccc3F)O[C@@H]2CO)c1,1.0
COc1cccc(NC(=O)N(C)C[C@@H]2Oc3cc(-c4ccccc4F)ccc3S(=O)(=O)N([C@H](C)CO)C[C@H]2C)c1,-1.2
CN1C(=O)c2cc(NC(=O)Cc3ccccc3)ccc2OC[C@H]2O[C@@H](CC(=O)O)CC[C@@H]21,0.2
CCCNC(=O)N1[C@@H]2c3ccc(-c4cccc(F)c4)c(=O)n3C[C@H]1[C@H](CO)[C@H]2C(=O)NC1CCC1,-2.0
CCCN1C[C@@H](C)[C@H](OC)CN(C)C(=O)c2cc(NC(=O)c3cnccn3)ccc2OC[C@@H]1C,1.1
CCC(=O)Nc1ccc2c(c1)C(=O)N(C)C[C@@H](OC)[C@H](C)CN(C(C)=O)[C@@H](C)CO2,-1.2
Cc1ccccc1-c1cnc2c(c1)C(=O)N([C@@H](C)CO)C[C@@H](C)[C@H](CN(C)CC1CCOCC1)O2,0.8
COCC(=O)N1C[C@H]2[C@@H](c3ccccc31)[C@H](CO)N2C(=O)C1CCCC1,0.3
COc1ccc(NC(=O)N(C)C[C@@H]2Oc3ccc(NC(=O)Nc4ccc5c(c4)OCO5)cc3C(=O)N([C@H](C)CO)C[C@H]2C)cc1,-1.4
C/C=C/c1ccc([C@H]2[C@@H](CO)N3CCCCN(S(=O)(=O)c4ccc(OC)cc4)C[C@H]23)cc1,0.8
Cc1ccccc1-c1ccc2c(c1)O[C@@H](CN(C)C(=O)c1ccccn1)[C@H](C)CN([C@H](C)CO)S2(=O)=O,1.0
C[C@@H]1CN([C@@H](C)CO)C(=O)Cc2cc(NC(=O)NC3CCCCC3)ccc2O[C@H]1CN(C)C,1.1
C[C@@H]1CN([C@@H](C)CO)C(=O)c2cccc(NC(=O)c3ccc(-c4nccs4)cc3)c2O[C@@H]1CN(C)Cc1ccc(Cl)c(Cl)c1,-0.3
C[C@@H]1CN([C@@H](C)CO)S(=O)(=O)c2ccc(C#CC3CCCC3)cc2O[C@@H]1CN(C)C,-6.8
CC(=O)N(C)C[C@H]1Oc2cc(-c3ccccc3C)ccc2S(=O)(=O)N([C@@H](C)CO)C[C@H]1C,-2.1
COCC(=O)N1[C@@H](CO)[C@@H](c2ccccc2)C12CN(C(=O)Cc1ccccn1)C2,0.0
Cc1noc(C)c1NC(=O)N(C)C[C@@H]1Oc2ccc(NS(=O)(=O)c3ccc(F)cc3)cc2C(=O)N([C@H](C)CO)C[C@H]1C,0.1
O=C(Nc1cccc(Cl)c1)N1C[C@H]2[C@@H](c3ccccc31)[C@H](CO)N2CC1CCOCC1,-0.3
O=C(C[C@@H]1CC[C@H]2[C@@H](COC[C@H](O)CN2Cc2cccc(C(F)(F)F)c2)O1)NCCc1ccccc1,-1.1
CCCN(C)C[C@@H]1OCCCC[C@@H](C)Oc2ccc(NC(=O)CCCCCC(=O)Nc3ccccc3N)cc2C(=O)N([C@H](C)CO)C[C@@H]1C,-1.2
N#Cc1cccc(-c2ccc3c(c2)[C@@H]2[C@@H](CCN2Cc2ccncc2)[C@@H](CO)N3)c1,0.5
COCC(=O)Nc1ccc2c(c1)C(=O)N(C)[C@@H]1CC[C@@H](CC(=O)NCCc3ccncc3)O[C@@H]1CO2,-0.2
C[C@H](CO)N1C[C@H](C)[C@@H](CN(C)Cc2ccccc2)Oc2ccc(NC(=O)Nc3ccccc3)cc2C1=O,0.2
CNC[C@@H]1Oc2cc(C#Cc3cccc(OC)c3)ccc2S(=O)(=O)N([C@H](C)CO)C[C@H]1C,0.5
C[C@@H]1CN([C@@H](C)CO)C(=O)c2cc(NC(=O)NC3CCCCC3)ccc2O[C@H]1CN(C)C(=O)Nc1ccc(F)cc1,-0.1
COCC(=O)N(C)C[C@@H]1Oc2cc(-c3ccc(F)cc3)ccc2S(=O)(=O)N([C@@H](C)CO)C[C@H]1C,0.2
COc1ccc2c3c([nH]c2c1)[C@@H](CO)N(Cc1ccccc1)CC31CN(C(=O)c2cccnc2)C1,0.1
C[C@H](CO)N1C[C@H](C)[C@@H](CN(C)C(=O)CN(C)C)Oc2cc(C#Cc3ccc(F)cc3)ccc2S1(=O)=O,0.8
C[C@H]1CN([C@@H](C)CO)C(=O)c2cc(NC(=O)Cc3ccccc3)ccc2O[C@@H]1CN(C)Cc1ccc(C(=O)O)cc1,0.7
C[C@@H](NC(=O)C[C@@H]1CC[C@@H](NC(=O)CN2CCOCC2)[C@H](CO)O1)c1ccccc1,0.1
CO[C@H]1CN(C)C(=O)c2cc(NC(=O)CC(F)(F)F)ccc2OC[C@H](C)N(C(=O)C2CCCCC2)C[C@H]1C,-5.3
O=C(C[C@H]1CC[C@H](NC(=O)c2ccccc2)[C@@H](CO)O1)NCc1ccc(Oc2ccccc2)cc1,0.7
C[C@@H]1CN([C@@H](C)CO)C(=O)c2cc(NC(=O)NC3CCCCC3)ccc2O[C@H]1CN(C)CC1CCCCC1,-0.2
C[C@H]1CN([C@@H](C)CO)C(=O)c2cccc(NS(=O)(=O)c3cn(C)cn3)c2O[C@@H]1CN(C)Cc1ccc(C(=O)Nc2ccccc2N)cc1,0.8
CN(C)C(=O)C[C@H]1CC[C@H]2[C@@H](COC[C@@H](O)CN2CC2CCCC2)O1,-6.3
CO[C@H](CN(C)S(=O)(=O)c1cccc(Cl)c1)[C@H](C)CN([C@H](C)CO)S(=O)(=O)c1cccc(Cl)c1,-1.3
Cc1cccc(S(=O)(=O)N2CCCCN3[C@H](C2)[C@@H](c2ccc(C#C[C@@H](C)O)cc2)[C@@H]3CO)c1,0.4
C[C@@H]1CCCCO[C@@H](CN(C)C(=O)Nc2ccccc2)[C@@H](C)CN([C@H](C)CO)C(=O)c2cc(NS(=O)(=O)c3ccc(Cl)cc3)ccc2O1,-5.2
COc1ccc(S(=O)(=O)N(C)C[C@@H]2Oc3ccc(NC(=O)C4CC4)cc3CC(=O)N([C@H](C)CO)C[C@@H]2C)cc1,-3.2
O=S(=O)(c1ccc(-c2ccccc2)cc1)N1C[C@@H]2N[C@H](C1)C2c1ccc(-c2cncnc2)cc1 (stereo partly specified),0.3
CC(C)NC(=O)N[C@@H]1CC[C@H](CCNC(=O)C2CC2)O[C@H]1CO,0.7
CN(C)CCCNC(=O)C[C@H]1C=C[C@H](NS(=O)(=O)c2ccc(F)cc2)[C@@H](CO)O1,-0.3
O=C(C[C@@H]1CC[C@@H](NC(=O)Cc2cccnc2)[C@H](CO)O1)NCc1ccc2c(c1)OCO2,-1.5
C[C@H]1CN([C@@H](C)CO)C(=O)c2c(c3ccccc3n2C)-c2ccccc2CO[C@H]1CN(C)CC1CC1,-13
Cc1noc(C)c1S(=O)(=O)Nc1ccc2c(c1)C(=O)N([C@H](C)CO)C[C@H](C)[C@@H](CN(C)C(=O)Nc1ccc3c(c1)OCO3)OCCCC[C@H](C)O2,-2.1
CS(=O)(=O)N1CC2(C1)[C@@H](c1ccccc1)[C@@H](CO)N2CC1CCCC1,-6.5
C[C@H](CO)N1C[C@H](C)[C@@H](CN(C)CC2CCOCC2)Oc2ncc(C#C[C@@H](C)O)cc2C1=O,0.1
CC(C)NC(=O)N(C)C[C@@H]1Oc2c(NS(C)(=O)=O)cccc2C(=O)N([C@H](C)CO)C[C@H]1C,0.5
COCC(=O)N1CCC2(CC1)CN(C(=O)Nc1ccccc1F)[C@H](CO)c1c2c2ccc(OC)cc2n1C,0.4
C[C@@H]1CN([C@@H](C)CO)C(=O)c2cc(-c3cccnc3)cnc2O[C@@H]1CN(C)C(=O)Nc1ccc(C(F)(F)F)cc1,2.7
COCC(=O)N1CCCCN2[C@H](CO)[C@H](c3ccc(C#Cc4cccnc4)cc3)[C@@H]2C1,0.2
C[C@H](NC(=O)C[C@H]1CC[C@@H]2[C@H](COC[C@@H](O)CN2Cc2ccc(C(F)(F)F)cc2)O1)c1ccccc1,-0.7
O=C(C[C@@H]1CC[C@H]2[C@@H](COC[C@@H](O)CN2Cc2ccncc2)O1)NCC1CC1,-0.2
Cc1noc(C)c1NC(=O)Nc1ccc2c(c1)CC(=O)N([C@H](C)CO)C[C@H](C)[C@H](CN(C)C(=O)Nc1c(C)noc1C)O2,-0.3
C[C@@H]1CN([C@@H](C)CO)C(=O)Cc2cc(N(C)C)ccc2O[C@@H]1CN(C)CC1CC1,-8.9
COCC#Cc1cnc2c(c1)C(=O)N([C@H](C)CO)C[C@@H](C)[C@@H](CN(C)S(=O)(=O)c1cn(C)cn1)O2,-0.7
CC(C)NC(=O)Nc1ccc2c(c1)C(=O)N([C@@H](C)CO)C[C@@H](C)[C@H](CN(C)C(=O)NC(C)C)O2,-0.4
CCNC(=O)C[C@@H]1CC[C@@H]2[C@H](COC[C@@H](O)CN2C(=O)C2CCCC2)O1,-0.3
COc1cccc(-c2ccc3c(c2)[C@@H]2[C@@H](CCN2C(=O)c2cnccn2)[C@@H](CO)N3)c1,1.8

Structural class, those above containing a COOH group.
molecule,TcdB inh
CN1C(=O)c2cc(NC(=O)Cc3ccccc3)ccc2OC[C@H]2O[C@@H](CC(=O)O)CC[C@@H]21,0.2
C[C@H]1CN([C@@H](C)CO)C(=O)c2cc(NC(=O)Cc3ccccc3)ccc2O[C@@H]1CN(C)Cc1ccc(C(=O)O)cc1,0.7

A draw from above in order of molecular weight, falling:
molecule,TcdB inh
C[C@@H]1CN([C@@H](C)CO)C(=O)c2cccc(NC(=O)c3ccc(-c4nccs4)cc3)c2O[C@@H]1CN(C)Cc1ccc(Cl)c(Cl)c1,-0.3
Cc1cccc(S(=O)(=O)N[C@H]2CC[C@H](CCNC(=O)Nc3cc(F)ccc3F)O[C@@H]2CO)c1,1.0
CN(C)C(=O)C[C@H]1CC[C@H]2[C@@H](COC[C@@H](O)CN2CC2CCCC2)O1,-6.3

Next entries
> Cc1ccc(S(=O)(=O)NCC[C@@H]2CC[C@H](NC(=O)C3CCOCC3)[C@H](CO)O2)cc1
  TcdB inh: 0.5

> COc1ccc2c3c(n(C)c2c1)[C@@H](CO)N(C(=O)Nc1ccc(F)cc1)CC31CCN(C(=O)c2ccccc2F)CC1
  TcdB inh: -0.1

> Cc1noc(C)c1S(=O)(=O)Nc1ccc2c(c1)C(=O)N([C@H](C)CO)C[C@@H](C)[C@@H](CN(C)C(=O)Nc1cccc3ccccc13)O2
  TcdB inh: 0.4

> COc1ccc(NC(=O)N[C@H]2CC[C@H](CCNC(=O)CN3CCOCC3)O[C@@H]2CO)cc1
  TcdB inh: -0.6

> Cc1ccc(S(=O)(=O)N(C)C[C@H]2OCCCC[C@H](C)Oc3ccc(NC(=O)CCC(F)(F)F)cc3C(=O)N([C@H](C)CO)C[C@H]2C)cc1
  TcdB inh: -0.1

> O=C(C1CC1)N1CC(=O)N2[C@H](CO)[C@H](c3ccc(-c4ccccc4F)cc3)[C@H]2C1
  TcdB inh: 0.9

> Cc1noc(C)c1NC(=O)Nc1ccc2c(c1)C(=O)N([C@@H](C)CO)C[C@@H](C)[C@H](CN(C)Cc1ccccc1)OCCCC[C@@H](C)O2
  TcdB inh: -0.7

> C[C@H](CO)N1C[C@H](C)[C@@H](CN(C)S(C)(=O)=O)Oc2cc(-c3ccccc3)ccc2S1(=O)=O
  TcdB inh: -12

> CC(=O)N(C)C[C@H]1Oc2ncc(-c3cccc(C#N)c3)cc2C(=O)N([C@@H](C)CO)C[C@H]1C
  TcdB inh: 1.2

> O=C(C[C@H]1CC[C@@H]2[C@H](COC[C@H](O)CN2Cc2ccccc2)O1)N[C@H]1CCN(Cc2ccccc2)C1
  TcdB inh: 0.4

> CCc1sc(N2[C@H](C#N)[C@@H](c3ccccc3-c3ccc(F)cc3)[C@@H]2CO)nc1C
  TcdB inh: 0.3

> CO[C@H](CN(C)Cc1cc(F)ccc1F)[C@H](C)CN([C@H](C)CO)S(=O)(=O)c1ccc(C)cc1
  TcdB inh: 1.1

> COc1cccc(-c2cn(CC[C@H]3CC[C@@H](NC(C)=O)[C@@H](CO)O3)nn2)c1
  TcdB inh: 0.6

> COc1ccccc1-c1cn(CC[C@@H]2CC[C@@H](NC(=O)C3CCOCC3)[C@@H](CO)O2)nn1
  TcdB inh: 1.7

> C[C@@H]1CCCCO[C@@H](CN(C)Cc2ccc(C(F)(F)F)cc2)[C@@H](C)CN([C@@H](C)CO)C(=O)c2cc(NC(=O)Nc3ccc(F)cc3)ccc2O1
  TcdB inh: -0.4

> CCc1cnc(N2[C@H](CO)[C@@H](c3ccccc3)[C@@H]2C#N)s1
  TcdB inh: -1.4

> C[C@@H]1CCCCO[C@@H](CN(C)C(=O)Nc2cccc3ccccc23)[C@H](C)CN([C@H](C)CO)C(=O)c2cc(NC(=O)c3ccccc3)ccc2O1
  TcdB inh: -0.7

> C[C@@H]1CN([C@H](C)CO)C(=O)c2cc(C#CCc3ccccc3)cnc2O[C@H]1CN(C)Cc1cccc(C(=O)O)c1
  TcdB inh: -0.4

> COC(=O)C[C@@H]1CC[C@@H]2[C@@H](COc3ccc(NS(=O)(=O)c4ccccc4Cl)cc3C(=O)N2C)O1
  TcdB inh: -2.3

> O=S(=O)(c1ccc(F)cc1)N1CC[C@H]2[C@H](CO)Nc3ccc(-c4ccccc4F)cc3[C@H]21
  TcdB inh: -0.1

> O=C(Cc1ccccn1)N[C@@H]1CC[C@H](CCNS(=O)(=O)c2cccc(F)c2)O[C@H]1CO
  TcdB inh: -2.0

> C[C@@H]1CN([C@@H](C)CO)C(=O)Cc2cc(NC(=O)C3CCCCC3)ccc2O[C@@H]1CN(C)Cc1ccc(C(F)(F)F)cc1
  TcdB inh: 0.2

> COc1ccc(S(=O)(=O)Nc2ccc3c(c2)C(=O)N([C@H](C)CO)C[C@@H](C)[C@@H](CN(C)C(=O)c2ccncc2)OCCCC[C@H](C)O3)cc1
  TcdB inh: 0.9

> COc1ccc2c3c(n(C)c2c1)[C@@H](CO)N(C)CC31CN(CC2CC2)C1
  TcdB inh: -2.0

Not all compounds are listed (hit frequency here may not be typical).
